# High-throughput results as filed in PubChem.
# Growth percent in the NCI-60 one-dose screen (48 h, 10 µM unless noted): 100 = growth as untreated, 0 = no growth, -100 = all killed.
# 786-0 – 786-0 renal cancer cells | 5.1% of 81,000 active | AID 1794775
# SF-539 – SF-539 CNS cancer | 6.8% of 81,000 active
# SF-295 – SF-295 CNS cancer cells | 5.6% of 79,000 active | AID 1794758
# TK-10 – TK-10 renal cancer cells; 3.9% of 81,000 active
# DU-145 – DU-145 prostate cancer; 4.2% of 81,000 active; AID 1794760
# PC-3 – PC-3 prostate cancer cells; 3.9% of 80,000 active
# SN12C – SN12C renal cancer cells. 3.8% of 81,000 active
# U251 – U251 CNS tumor cells | 5.4% of 80,000 active | AID 1794753
# UO-31 – UO-31 renal cancer; 5.2% of 81,000 active; AID 1794768
# * marks the source's active call; other numbers are inactive results; / = no result given; & = joins results of further samples. Rule for the calls: active = growth percent below 10; inactive = the rest.
SMILES,786-0,SF-539,SF-295,TK-10,DU-145,PC-3,SN12C,U251,UO-31
CCC(=O)O[C@H]1[C@H](O[C@@H]2[C@@H](C)[C@H](O[C@H]3C[C@@](C)(OC)[C@@H](O)[C@H](C)O3)[C@@H](C)C(=O)O[C@H](CC)[C@@](C)(O)[C@H](O)[C@@H](C)C(=O)[C@H](C)C[C@@]2(C)O)O[C@H](C)C[C@@H]1N(C)C,101.4,114.6,97.8,127.5,101.3,89.3,90.3,93.4,75.6
CC1CC=CCC1C(=O)O (stereo not drawn),101.5&104.8,98.8&108.5,107.1&135.8,105.6&121.6,105.0&111.9,99.0&117.9,102.8&111.2,95.4&110.3,93.0&86.6
O=C(Nc1ccn(CCOC(=O)c2ccccc2)c(=O)n1)c1ccccc1,105.1,109.2,113.5,115.9,109.9,97.4,100.3,95.9,99.0
O=C(NCCCCCCNC(=O)c1c2c(nc3ccccc13)-c1cccnc1SC2)c1c2c(nc3ccccc13)-c1cccnc1SC2,76.5,86.8,94.7,145.5,103.8,81.0,73.8,77.6,38.8
COC(=O)C1=C(O)CON(c2ccccc2)[C@H]1c1ccccc1,96.2,98.9,104.3,100.4,102.3,101.3,97.8,102.1,89.8
CO[C@H]1CNCC[C@@H](c2ccccc2)OC(=O)C[C@@]2(O)O[C@H]([C@@H](O)[C@H](O)[C@H]2O)[C@@H](O)/C=C/[C@H]1OC,104.7,99.2,100.6,102.8,114.7,99.5,100.4,101.6,95.3
COc1cccc(COc2ccc(/C=C3\C(=O)Nc4ccc(Cl)cc43)cc2)c1,97.3,107.4,101.6,/,103.8,92.9,97.5,102.5,77.6
COc1ccc(/C=C/C(=O)Nc2cccc(C(F)(F)F)c2)cc1OC,99.4,103.8,99.9,95.0,99.8,96.5,94.7,102.2,98.0
CCOc1ccccc1OCC,106.6,107.0,106.7,95.7,114.2,99.7,97.5,109.3,80.1
C#Cc1c(C)cc(C)c(Br)c1C,103.0,107.2,101.5,110.6,112.7,/,106.2,105.3,93.8
O=C(c1cc2ccccc2o1)c1nn(-c2ccccc2)/c(=N/N=Cc2cn(-c3ccccc3)nc2-c2cc3ccccc3oc2=O)s1,102.9,98.4,103.8,106.7,102.8,93.0,112.5,83.1,68.5
COc1ccc(CN2c3ccccc3Sc3ccccc32)c(C(F)(F)F)c1,41.9,-12.4*,2.2*,65.5,21.0,26.9,/,20.6,45.6
CCCCNC(=O)c1cc([N+](=O)[O-])cc(C2CCCCC2)c1O,40.7,47.9,15.9,49.1,57.6,27.1,31.9,24.1,24.8
COc1ccccc1N1CCN(C(=S)Nc2ccccc2)CC1,96.3,106.4,/,95.6,100.3,89.9,100.2,/,75.3
CC(C)C(=O)OCCN(CCc1ccccc1)CCc1ccccc1,101.0,105.7,99.9,88.8,96.0,104.0,109.1,100.1,83.0
COc1cc(-c2nn(C(C)(C)C)cc2-c2ccnc(NCCCNS(=O)(=O)c3ccc(Br)cc3)n2)ccc1F,88.5,93.3,55.9,106.6,100.1,62.7,92.9,87.2,72.2
COc1cc2ncnc3c2cc1OCCCCCN(C)Cc1ccc(Br)cc1N3,68.7,88.6,78.7,3.4*,31.1,39.0,32.5,68.6,11.2
CCCCCn1sc(=O)n(Cc2ccc(CNC(=O)c3ccccc3OC(C)=O)cc2)c1=O,97.4,109.6,104.6,104.8,98.7,99.2,99.2,107.6,76.6
C=CCn1c(SCC(=O)Nc2ccc(C(=O)/C=C/c3cc(OC)c(OC)c(OC)c3)cc2)nnc1-c1cc(-c2ccc(S(N)(=O)=O)cc2)nc2ccccc12,100.5,86.6,99.0,141.2,105.0,84.1,90.3,58.9,77.1
O=C1N(Cc2ccccc2)c2ccccc2[C@@]1(O)c1cc2c(cc1O)OCO2,92.9,108.6,105.5,94.1,107.3,/,103.0,96.9,92.3
CC1(C)CC[C@]2(C(=O)O)CC[C@]3(C)C(=CCC4[C@@]5(C)C[C@@H](O)[C@@H]6OC(c7ccccn7)OC[C@@]6(C)C5CC[C@]43C)C2C1 (stereo partly drawn),76.5,46.0,43.7,55.1,53.2,35.9,46.7,24.5,39.5
CCC(=O)O[C@]1(C(C)=O)CC[C@H]2[C@@H]3CCC4=CC(=O)CC[C@]4(C)[C@H]3CC[C@@]21C,109.9,89.1,/,111.6,114.7,86.4,98.3,103.1,83.3
COc1cccc(NC(=O)Nc2ccc(Nc3ncnc4[nH]c(C)c(C)c34)cc2)c1,112.7,69.3,95.5,111.8,109.5,93.9,95.0,90.3,85.2
NC(=O)C1C2CCC(C2)C1C(N)=O (stereo not drawn),100.0,100.3,98.8,111.5,111.7,88.6,122.9,114.4,82.0
CC[C@H]1OC(=O)[C@H](C)[C@@H](O[C@H]2C[C@@](C)(OC)[C@@H](O)[C@H](C)O2)[C@H](C)[C@@H](O[C@@H]2O[C@H](C)C[C@H](N(C)C)[C@H]2O)[C@](C)(OC)C/C(C)=C2/O[C@@]1(C)C=C2C,72.0,64.7,95.5,97.4,76.9,53.3,76.9,2.4*,50.5

# Shown with two lines to a compound: entries from further up
# Values run as follows: 786-0, SF-539, SF-295, TK-10, DU-145, PC-3, SN12C, U251, UO-31
- O=C(NCCCCCCNC(=O)c1c2c(nc3ccccc13)-c1cccnc1SC2)c1c2c(nc3ccccc13)-c1cccnc1SC2
→ 76.5, 86.8, 94.7, 145.5, 103.8, 81.0, 73.8, 77.6, 38.8
- CCCCNC(=O)c1cc([N+](=O)[O-])cc(C2CCCCC2)c1O
→ 40.7, 47.9, 15.9, 49.1, 57.6, 27.1, 31.9, 24.1, 24.8
- CCC(=O)O[C@]1(C(C)=O)CC[C@H]2[C@@H]3CCC4=CC(=O)CC[C@]4(C)[C@H]3CC[C@@]21C
→ 109.9, 89.1, /, 111.6, 114.7, 86.4, 98.3, 103.1, 83.3
- C#Cc1c(C)cc(C)c(Br)c1C
→ 103.0, 107.2, 101.5, 110.6, 112.7, /, 106.2, 105.3, 93.8
- CCOc1ccccc1OCC
→ 106.6, 107.0, 106.7, 95.7, 114.2, 99.7, 97.5, 109.3, 80.1
- COc1cccc(NC(=O)Nc2ccc(Nc3ncnc4[nH]c(C)c(C)c34)cc2)c1
→ 112.7, 69.3, 95.5, 111.8, 109.5, 93.9, 95.0, 90.3, 85.2

# (cont.)
SMILES,786-0,SF-539,SF-295,TK-10,DU-145,PC-3,SN12C,U251,UO-31
CCOC(=O)C1=C(C)n2nc(CC#N)c(C#N)c2NC1c1cc(Br)ccc1O (stereo not drawn),110.6,98.9,104.1,109.9,98.0,80.8,102.4,105.7,62.8
CCCCCOC(=O)C(CCCCC)C(=O)CCCCC (stereo not drawn),97.3,99.2,134.3,98.8,110.0,100.5,99.4,100.6,76.6
COc1cc2oc(-c3cccc(NC(=O)CN)c3)cc(=O)c2c(OC)c1OC,98.5,105.8,99.8,111.4,103.6,111.6,106.1,100.2,91.5
O=C(Nc1cnns1)Oc1ccccc1,105.5,96.0,96.1,100.7,104.0,101.7,111.5,104.4,92.5
COc1cc2nc(Cl)nc(Nc3ccc(S(=O)(=O)Nc4nccs4)cc3)c2cc1OC,101.2,85.9,103.6,119.1,119.1,91.6,95.7,96.3,85.4
CCN(CC)C(=O)C1(C)CCCC2(C)c3cc(OC(C)=O)ccc3CCC12 (stereo not drawn),92.0,89.2,85.1,78.1,99.9,76.2,91.7,81.5,54.4
O=C(OCc1ccc(Cl)c(Cl)c1)OCc1ccc(Cl)c(Cl)c1,103.9,97.6,107.1,118.8,106.6,95.7,95.6,95.6,78.2
COc1ccc(OC)c(-c2cc(-c3ccc(Br)s3)[nH]c(=O)c2C#N)c1,91.7,100.9,100.0,111.5,112.3,95.1,98.2,105.3,72.3
Cc1[nH]cc[n+]1CC1CCC2C(C1=O)c1ccccc1N2C (stereo not drawn),103.7,105.9,89.5,135.9,106.1,93.3,88.7,96.8,80.5
O=C(O)c1cccnc1Sc1nc2ccc(Cl)cc2c(=O)n1Cc1ccccc1,108.5,109.2,84.3,124.2,126.2,74.8,91.0,105.9,79.7
O=C(OCC1OC(n2cnc3c(=S)nc[nH]c32)C(OC(=O)c2ccccc2)C1OC(=O)c1ccccc1)c1ccccc1 (stereo not drawn),46.3,91.1,68.8,36.2,68.5,79.6,52.7,108.7,73.8
CCN(CC)C(=O)CCCC1CCCCC1,108.9,103.5,101.4,102.8,108.6,98.7,101.7,97.4,88.3
CC(CCCC(=O)O)c1ccoc1 (stereo not drawn),98.8,102.3,95.4,98.3,102.9,98.4,105.3,109.2,86.2
Cc1cccc(C(=O)O)c1N,104.6,112.0,117.1,100.5,107.9,95.4,96.4,105.1,70.7
CCN(CC)Cc1cc(Nc2ccnc3cc(Cl)ccc23)cc(-c2ccc(Cl)cc2)c1O,55.0,-25.6*,/,5.8*,26.1,25.2,23.6,0.7*,-21.4*
CCn1c(SCC(=O)N2CCN(c3cc4c(cc3F)c(=O)c(C(=O)O)cn4C3CC3)CC2)nnc1-c1cc(OC)c(OC)c(OC)c1,97.9,100.8,/,91.7,105.6,102.2,93.1,90.3,80.5
CCN1CCN(c2oc(C(c3ccccc3)c3ccccc3)nc2C#N)CC1,95.6,101.6,92.6,92.9,102.6,100.0,102.4,97.4,77.6
Cc1c(F)cccc1NC(=O)c1sc2nc3c(cc2c1N)CCCCC3,75.7,66.9,55.3,85.3,69.1,70.7,84.6,56.3,72.7
COc1ccc(/C(C)=N/N=C2C(=O)Nc3ccccc32)cc1S(N)(=O)=O,93.6,96.3,89.6,92.5,106.9,92.3,/,85.8,92.7
C=C(C)[C@@H]1CC=C2c3sc(-c4ccc(O)cc4)nc3C[C@@H](C)[C@]2(C)C1,104.4,94.1,101.2,113.3,107.9,89.5,97.0,96.1,76.9
CCOC(=O)C(CCC#N)(CCC#N)C(=O)OCC,98.4,102.9,96.4,101.9,110.1,97.6,105.3,102.0,95.2
COc1ccc(OC)c(NC=O)c1,103.8,103.2,105.6,102.4,104.6,104.5,106.9,88.2,92.0
O=C(O)c1cc(Br)cc(Br)c1O,98.6,99.5,94.1,95.9,111.9,96.6,102.2,95.0,91.9
C#C[C@]1(O)CC[C@H]2[C@@H]3CC=C4c5sc(Nc6cc(F)ccc6F)nc5CC[C@]4(C)[C@H]3CC[C@@]21C,-71.9*,-88.7*,-41.9*,18.5,-30.6*,-8.0*,-43.1*,-15.2*,-98.3*
CCNC(=O)N1CCc2cc(OC)c(OCCc3ccc(OC)nc3)cc2C1c1ccc(OC)cc1C (stereo not drawn),22.9,22.6,18.2,59.9,40.6,37.8,44.8,26.2,40.3
# More compounds follow.
SMILES,786-0,SF-539,SF-295,TK-10,DU-145,PC-3,SN12C,U251,UO-31
COc1ccc(-c2nn(-c3cccc(Cl)c3)cc2-c2nc(N)[nH]c(=O)c2C(C)=O)cc1,77.1,94.8,20.3,112.4,99.3,59.8,96.6,/,67.6
COc1ccc(Cn2c(Br)c3c(c2-c2cc(OC)c(OC)c(OC)c2)CCc2sc(N)nc2-3)cc1,40.2,-13.5*,43.7,46.2,12.4,28.8,31.9,21.8,35.2
CC1=C(C(=O)OCc2ccccc2)C(c2cccc(Cl)c2Cl)n2c(nc3ccccc32)N1 (stereo not drawn),91.5,79.3,66.2,107.9,92.4,83.3,80.1,31.1,67.4
CC(C)c1ccc(Cn2ccc3c4c(N)nc(NC5CC5)nc4ccc32)cc1,-91.6*,-91.5*,-82.8*,-97.2*,-89.5*,-82.0*,-91.5*,-95.1*,-99.0*
CCCCNC(=O)N/C=C(/C#N)C(=O)O,104.2,96.9,102.9,87.2,102.8,94.0,105.4,111.3,92.8
CN(C)CC1(C)CC(=O)C(Br)C(C)(C)C1 (stereo not drawn),98.0,97.2,96.9,92.3,100.8,95.5,104.2,/,82.6
Cc1c(C2=NNC(c3ccc4c(c3)OCO4)C2)[n+]([O-])c2ccccc2[n+]1[O-] (stereo not drawn),106.4,96.2,104.8,183.4,102.7,96.0,107.5,110.2,84.6
O=C(Nc1ccc(Cl)c(Cl)c1)NC(CO)(CO)CO,92.3,103.3,94.4,112.7,112.4,86.3,102.2,/,73.9
Cc1nc(-c2ccccc2O)ccc1C(=O)N=Nc1c(O)[nH]c2ccc(Br)cc12,101.6,95.7,103.8,166.9,112.8,88.2,95.1,103.4,73.0
CN(C)N=Nc1ccccc1C(N)=O,97.1,103.2,91.1,95.0,103.9,98.0,103.4,98.3,82.8
CCCCOc1ncnc2c1CC(C)c1cc(OC)ccc1N2C (stereo not drawn),108.2,97.0,99.7,100.1,106.0,93.3,101.6,96.8,84.4
CCN1CCN(/C(=N\c2sc(-c3ccccc3)nc2-c2ccccc2)c2ccc(C)cc2)CC1,96.9,91.1,99.6,107.5,87.4,98.9,105.8,87.9,93.4
CNC(=S)n1cnc(N)n1,91.7,98.9,93.2,77.2,104.5,99.0,104.0,93.3,91.0
CC(C)c1ccc(C2OCCCO2)cc1,107.2,99.0,104.6,106.4,113.8,/,103.1,113.2,82.0
O=C1Cc2cc(O)ccc2O1,103.5,101.3,160.2,114.6,118.0,107.1,102.2,102.9,83.7
Clc1ccc(NCc2nnc(-c3ccccc3)o2)cc1,95.5,99.6,94.4,98.9,96.4,73.0,82.5,85.7,62.2
CC(=O)C1C(=O)OC(C)=C(C(=O)O)C1=O (stereo not drawn),119.3,110.4,108.6,131.2,117.9,113.4,109.1,121.2,63.1
COc1ccc(/C=C(\C(=O)NNS(=O)(=O)c2ccc(C)cc2)c2nc3ccccc3s2)cc1,106.3,103.0,102.8,107.3,108.4,104.0,99.4,104.7,86.5
COc1cc(C)cc(OC)c1O,108.8,117.2,103.2,113.5,106.5,83.5,111.5,97.8,97.0
COc1ccc2[nH]c(=O)cc(-n3nc(C)c(C#N)c3N)c2c1,104.3,102.4,108.0,113.6,111.4,99.2,101.2,101.3,85.3
Oc1ccc(C(c2ccc(O)cc2)c2ccc(Cl)cn2)cc1,86.8,83.4,30.9,-3.3*,56.7,-32.2*,6.1*,97.0,64.8
COC(=O)N1CCCCC1,101.5,104.8,111.1,98.2,114.3,90.9,94.5,103.2,86.2
